ERa coact inh – ER-alpha (human) coactivator binding inhibition | P03372 | TR-FRET ER-alpha LBD / SRC-1 peptide, estradiol-bound | inhibition, % at 25.6 µM | actives 1.7% (n = 86,000); in the data active = inhibition above about 50%;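 also: 0% = receptor plus peptide control and 100% = peptide only without receptor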
TNFa cytotox – HUVEC cytotoxicity counter-screen, TNF alpha stimulated; HUVEC TNFalpha-stimulated, Hoechst cell count, imaging; actives 0.17% (n = 93,000); AID 848; cell count reduction, % at 2 µM;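 active = cell count reduction exceeding the screen mean by over 5 SD, scaled to untreated wells per plate, cut at about 78% in these data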;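 also: cells counted after 24 h of TNF alpha exposure following the 1 h pretreatment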
VCAM1 TNFa inh – reduces TNF alpha induced VCAM1 expression in HUVEC; actives 0.48% (n = 95,000); inhibition, % at 2 µM; AID 802; HUVEC TNFa-induced VCAM-1 immunofluorescence, high-content imaging;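 active = inhibition above the batch mean plus 3 SD, with images confirmed as a hit by eye, cut at about 37% in these data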;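 also: 0% = TNF-stimulated DMSO wells and 100% = unstimulated control wells; not every result past the cut was called active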
cytoskel mod – alters cytoskeleton assembly in HUVEC cells. inhibition, % at 2 µM. HUVEC TNFa F-actin phalloidin imaging, high content. actives 0.18% (n = 91,000);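 active = inhibition above the batch mean plus 3 SD and confirmed as a hit by visual image inspection, cut at about 30% in these data, passing the limit was not always enough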; also: strong numbers were not always called active
Pyk2 oligo antag – antagonists of human Pyk2 oligomerization; Q14289; Q293 cells, Pyk2 FERM NanoBiT luminescence; active compounds read low; z-score (the deposit names both 25 µM and 10 µM); actives 0.83% (n = 99,000); AID 1347419;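 active = Z-score of -3 or lower, scaled per plate to the spread of control and sample wells; inactive = z-score above -3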;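 also: negative z-score means lost luminescence so less FERM oligomerization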
PTPN22 inh 2 – LYP (human) phosphatase inhibition; Q9Y2R2; recombinant LYP catalytic domain, DiFMUP fluorescence; inhibition, % at 2 µM; actives 0.21% (n = 96,000);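 active = inhibition at 2 µM at or above a set limit, the screen mean plus 3 SD, cut at about 24% in these data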;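 also: 0% = DMSO with enzyme and 100% = enzyme fully blocked by orthovanadate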
FAK blocker – inhibitors of human focal adhesion kinase; Q05397; biochemical FAK kinase activity assay; inhibition, %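 (tested at 7 µM)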; actives 0.84% (n = 97,000); AID 727; in the data active = inhibition above about 19%;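 also: 0% = DMSO and 100% = reference compound high control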
Target sequence (Q05397 whole entry, looked up): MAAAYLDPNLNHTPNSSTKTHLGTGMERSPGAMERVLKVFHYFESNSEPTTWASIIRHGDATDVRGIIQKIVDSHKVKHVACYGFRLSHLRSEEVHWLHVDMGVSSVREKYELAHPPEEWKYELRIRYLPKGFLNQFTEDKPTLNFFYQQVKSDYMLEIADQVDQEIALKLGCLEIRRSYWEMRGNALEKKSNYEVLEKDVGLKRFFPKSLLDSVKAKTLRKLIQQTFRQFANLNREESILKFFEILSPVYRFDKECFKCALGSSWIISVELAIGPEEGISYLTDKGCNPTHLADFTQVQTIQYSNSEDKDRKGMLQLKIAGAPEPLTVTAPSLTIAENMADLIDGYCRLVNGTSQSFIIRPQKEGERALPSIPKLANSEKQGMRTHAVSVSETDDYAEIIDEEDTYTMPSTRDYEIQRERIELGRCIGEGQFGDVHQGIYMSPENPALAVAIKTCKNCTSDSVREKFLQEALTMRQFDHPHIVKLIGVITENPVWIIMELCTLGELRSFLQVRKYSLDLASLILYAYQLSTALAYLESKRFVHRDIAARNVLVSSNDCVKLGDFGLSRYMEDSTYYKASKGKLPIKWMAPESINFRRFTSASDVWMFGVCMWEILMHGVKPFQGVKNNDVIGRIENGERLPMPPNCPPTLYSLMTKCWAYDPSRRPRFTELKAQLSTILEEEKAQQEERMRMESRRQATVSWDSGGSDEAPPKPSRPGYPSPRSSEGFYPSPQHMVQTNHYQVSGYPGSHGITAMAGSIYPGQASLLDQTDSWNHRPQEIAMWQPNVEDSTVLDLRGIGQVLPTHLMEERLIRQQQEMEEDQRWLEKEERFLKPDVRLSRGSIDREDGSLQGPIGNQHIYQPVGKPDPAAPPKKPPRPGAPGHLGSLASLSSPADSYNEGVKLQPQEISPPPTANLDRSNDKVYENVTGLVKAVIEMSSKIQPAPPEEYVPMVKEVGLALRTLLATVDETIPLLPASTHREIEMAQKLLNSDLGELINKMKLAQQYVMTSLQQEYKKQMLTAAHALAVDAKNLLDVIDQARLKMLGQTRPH
PTPN22 act – activators of human LYP (PTPN22) phosphatase. recombinant LYP, DiFMUP fluorescence; 0 = plate median, 100 = signal doubled. Q9Y2R2. actives 0.11% (n = 96,000). activation, % at 2 µM. AID 697;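 active = activation at 2 µM above a set limit, the mean plus 5 SD, cut at about 37% in these data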
IL1B cytotox – toxic to HUVEC cells under IL-1B stimulation; HUVEC cell count loss, Hoechst imaging, IL-1B stimulated; actives 0.41% (n = 94,000); AID 845; cell count reduction, % at 2 µM;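 active = cell count reduction more than 3 SD above the screen-wide mean, cut at about 70% in these data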;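 also: normalized per plate to untreated control cells as the no-loss baseline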
Starred values were filed as active, the others as inactive; x = no result given; [ ] = another dose, or the depositor's remark.

item | structure | ERa coact inh | TNFa cytotox | VCAM1 TNFa inh | cytoskel mod | Pyk2 oligo antag | PTPN22 inh 2 | FAK blocker | PTPN22 act | IL1B cytotox
1 | Cc1cc(C)cc(NC2=NCC(=O)N2Cc2ccccc2)c1 | -2 | -8 | 0 | 1 | 0.56 | -4 | 2 | 3 | 1
2 | CCc1nnc(NC(=O)CSc2nnc(-c3ccco3)n2C)s1 | 3 | -11 | -5 | 0 | 1.3 | -4 | -2 | 6 | -22
3 | Cc1nc2ccccc2n1C1CC(=O)N(N(C)C)C1=O (configuration not stated) | -1 | -2 | -11 | -23 | 0.75 | 11 | 0 | -10 | 13
4 | Cn1cccc1/C=C1\CC(C(C)(C)C)C/C(=C\c2cccn2C)C1=O (configuration not stated) | -3 | -9 | 8 | 23 | 0.34 | 6 | 0 | -6 | -14
5 | COc1ccc2sc(NC(=O)c3ccco3)nc2c1 | -39[fluorescence artefact?] | -4 | 8 | -1 | -1.2 | -4 | 5 | 1 | -30
6 | FC(F)(F)c1cc(C(F)(F)F)c2ccc(N3CCN(c4ccc(Cl)cc4)CC3)nc2n1 | x | -13 | 31 | 10 | -0.09 | 13 | 0 | -11 | 26
7 | COc1ccc(C2NC(=O)NC3=C2CCc2ccccc23)cc1 (configuration not stated) | -1 | -34 | 4 | 1 | -0.34 | 4 | -5 | -2 | -3
8 | CC(=O)c1cc2c(cc1NC(=O)C1CC=CCC1C(=O)O)OCO2 (configuration not stated) | 1 | -2 | -3 | 1 | 0.09 | 3 | -1 | -4 | -28
9 | COc1ccc(C2c3c(ccc4ccccc34)Oc3ncn4nc(CO/N=C/c5ccccc5)nc4c32)cc1 (configuration not stated) | 1 | -28 | -8 | -1 | 0.23 | 5 | 1 | -3 | -105
10 | Cc1cc(C)n(CC(=O)n2c(C)c(C)c3ccccc32)n1 | -13 | -16 | 1 | -8 | 1.5 | -8 | 1 | 9 | 19
11 | COc1ccc(NC(=O)c2ccco2)cc1NC(=O)c1cccc(OC(C)C)c1 | -5 | -22 | -8 | -14 | 0.86 | -12 | 1 | 10 | -13
12 | Cc1ccc(NC(=O)Cn2nnc(C(=O)NCc3ccco3)c2N)cc1 | -7 | 2 | -5 | x | 1.2 | 7 | 1 | -3 | -4
13 | Cc1ccc(O)c(-c2cc(C(F)(F)F)[nH]n2)c1 | -3 | -1 | -11 | 13 | -2.3 | -2 | 2 | 2 | 0
14 | O=C(c1ccco1)N1CCN(S(=O)(=O)c2ccc3c(c2)CCN3C(=O)C2CC2)CC1 | -1 | -15 | -3 | -6 | 0.31 | 1 | 3 | -3 | 2
15 | Cc1occc1-c1nnc(SCC(=O)NCCc2ccccc2)n1Cc1ccccc1 | 10[fluorescence artefact?] | -20 | 19 | -19 | -0.11 | -5 | 0 | 4 | -2
16 | CCOc1ccc(NC(=O)c2ccccc2NC(=O)CN(C)CC(=O)Nc2ccc(C)cc2)cc1 | -4 | -10 | 2 | -15 | -2.8 | -2 | -2 | 2 | 5
17 | O=c1oc(-c2ccco2)nc2c1cnn2-c1ccccc1 | 3 | -7 | -4 | 14 | -0.23 | -1 | -1 | -2 | -12
18 | Cc1c(Cl)c([N+](=O)[O-])nn1CC(=O)NCc1ccco1 | x | -3 | 8 | 0 | 0.01 | 2 | -2 | 0 | 17
19 | Cc1ccc(Nc2nc(N)nc(CN3CCc4ccccc4C3)n2)cc1 | 6 | -7 | -4 | -2 | -0.55 | 9 | 8 | -7 | -2
20 | Nc1nncn1C(=O)CCCN1C(=O)c2ccccc2C1=O | 2 | -31 | 4 | 0 | 0.26 | 9 | 0 | -13 | -7

Further records
item | structure | ERa coact inh | TNFa cytotox | VCAM1 TNFa inh | cytoskel mod | Pyk2 oligo antag | PTPN22 inh 2 | FAK blocker | PTPN22 act | IL1B cytotox
21 | O=C(NCc1ccccc1)c1ccc(S(=O)(=O)C(F)F)cc1 | x | 12 | 2 | 12 | -0.12 | -3 | 2 | 6 | 30
22 | O=C1C(c2ccc(F)cc2)N(C2CCCCC2)C(=O)CN1C1CCCC1 (configuration not stated) | -1 | -5 | -7 | -7 | -1.2 | -9 | -2 | 7 | -9
23 | CN(C(=O)CSc1nc(-c2ccccc2)cs1)C1CCS(=O)(=O)C1 (configuration not stated) | -8 | -1 | 0 | 2 | 0.12 | 11 | 2 | -8 | -12
24 | CC(C)N1C(=O)c2ccc(C(=O)O)cc2C1=O | -3 | 3 | 9 | -6 | 0.13 | 5 | 1 | -6 | 16
25 | Cc1ccc(NC(=O)NCCc2ccc(S(N)(=O)=O)cc2)cc1 | -7 | -4 | 3 | -8 | -0.28 | -6 | -3 | 3 | 6
26 | CCc1c(C)c2c(C)nn(-c3ccccc3)c2oc1=O | -9 | -3 | -13 | -4 | -0.3 | 0 | -2 | -2 | -26
27 | CCOC(=O)Cn1c(-c2cccnc2Cl)nc2ccccc21 | x | 3 | -5 | -16 | 0.16 | -9 | 0 | 15 | 5
28 | O=C(CCCC(=O)N(CC(=O)NC1CCCC1)C1CCCC1)Nc1ccccn1 | -5 | -27 | 16 | 10 | 0.6 | -24 | -1 | 23 | -12
29 | CCCCc1nc2ccccc2n1Cc1nnc2n1-c1ccccc1SC2 | -6 | -11 | -4 | 3 | -0.1 | 0 | 1 | -1 | -11
30 | COc1ccccc1-c1nnc(SCC(=O)c2ccc(C3CCCCC3)cc2)n1Cc1ccco1 | -2 | -5 | -3 | -10 | -0.3 | 17 | 1 | -14 | -7
31 | Brc1ccc(-c2nnc3sc(CN4CCC5(CC4)OCCO5)cn23)cc1 | -5 | -19 | 0 | -4 | -0.1 | -6 | 0 | 6 | -8
32 | C/C(=C1/SC(N2CCOCC2)=NC1=O)c1ccc(Cl)cc1 | -2 | -16 | -1 | -7 | -0.32 | 2 | 0 | -2 | -19
33 | COc1ccccc1Nc1nc(C)cc(C)c1C(N)=O | -2 | -21 | -4 | 12 | -0.31 | -2 | 2 | -1 | -13
34 | CCC(CC)C(=O)N1CC(=O)Nc2ccc(Br)cc2C1c1ccccc1 (configuration not stated) | -1 | -2 | -9 | -2 | x | -3 | 0 | 3 | -6
35 | COc1cc(C2=NOC(C(=O)Nc3ccc(C(C)=O)cc3)C2)cc(OC)c1OC (configuration not stated) | 3[fluorescence artefact?] | -19 | 2 | -16 | 0.18 | -1 | -2 | -1 | -20
36 | Cc1ccc(S(=O)(=O)/C(C#N)=C/c2c(N3CC(C)OC(C)C3)nc3ccccn3c2=O)cc1 (configuration not stated) | 10 | -10 | 6 | 26 | -2.3 | 3 | -5 | -1 | -20
37 | COC(=O)c1ccccc1NC(=S)NC(NC(=O)c1ccco1)C(Cl)(Cl)Cl (configuration not stated) | x | -16 | 5 | -25 | 1.1 | 7 | -1 | -5 | -12
38 | COc1ccc(C(=O)NCCN2CCCC2)cc1OC | -7 | -20 | 0 | 11 | 0.66 | 10 | 2 | -10 | 10
39 | CCOC(=O)c1[nH]c(COC(=O)c2ccccc2NC(=O)c2ccco2)c(C(=O)OCC)c1C | 10[fluorescence artefact?] | 45 | -26 | -3 | -0.38 | 11 | -2 | -14 | -19
40 | CN1C(=O)c2ccc(S(=O)(=O)c3ccc(C(=O)O)cc3)cc2C1=O | -39[fluorescence artefact?] | -24 | 12 | 6 | 0.81 | 4 | -2 | -3 | -10

(next part)
item | structure | ERa coact inh | TNFa cytotox | VCAM1 TNFa inh | cytoskel mod | Pyk2 oligo antag | PTPN22 inh 2 | FAK blocker | PTPN22 act | IL1B cytotox
41 | Cc1ccc(Nc2nc(CSc3nnnn3-c3ccccc3)cs2)cc1 | -1 | -9 | -12 | 3 | -0.26 | 3 | 0 | 0 | -15
42 | CCCCOc1ccccc1NC(=O)CC1SC(=NCC)N(CC)C1=O (configuration not stated) | 4 | -19 | -8 | 4 | -0.68 | 2 | 0 | -4 | -3
43 | Cn1c(=O)c2ncn(CC(=O)NCCOc3ccccc3)c2n(C)c1=O | 3 | -22 | 5 | -10 | 0.71 | 2 | 0 | -1 | 6
44 | O=C(CC1C(=O)N(c2ccc(Cl)cc2)C(=S)N1CCc1ccncc1)Nc1ccc(F)cc1 (configuration not stated) | x | -23 | 8 | -14 | 1 | -8 | -7 | 12 | -14
45 | Cc1nccn1CC(O)Cn1c2ccccc2c2ccccc21 (configuration not stated) | -3 | -4 | 29 | 12 | -0.17 | -8 | 1 | 0 | -23
46 | CCN(CC)CCCN(Cc1cc2cc(OC)ccc2[nH]c1=O)C(=O)Nc1ccc(F)cc1 | 0 | -10 | -2 | -7 | -0.18 | 3 | -2 | -3 | -33
47 | CC1CC(C)CN(CCCNC(=O)c2ccc(CS(=O)(=O)Cc3ccccc3F)o2)C1 (configuration not stated) | 2 | -20 | 6 | 9 | -0.31 | -10 | -1 | 9 | -26
48 | COc1cc(-c2nnc(SCC(=O)N3c4ccccc4Sc4ccccc43)o2)cc(OC)c1OC | -31 | x | -24 | 1 | 0.23 | 18 | -1 | -19 | -26
49 | COc1ccccc1N1C(N)=NC(N)=NC1(C)C | -4 | 38 | 18 | -23 | 0.48 | -8 | 4 | 6 | 0
50 | COc1cc2c(cc1OC)CN(C(=O)NS(=O)(=O)c1ccc(C)cc1)CC2 | -9 | -5 | 2 | 19 | 0.72 | -2 | -7 | 4 | 0
51 | O=C(Nc1ccc2oc(=O)ccc2c1)c1cc2ccccc2o1 | 33 | -16 | 20 | -10 | 0.56 | 4 | 2 | -5 | 21
52 | Cc1ccc(-c2nnc(N3CCCCC3)c3ccccc23)cc1S(=O)(=O)NCC1CCCO1 (configuration not stated) | -2 | -3 | -8 | 4 | -1.2 | 3 | 3 | 0 | -3
53 | O=C(c1nnc(-c2ccncc2)o1)c1ccccc1Cl | 3[fluorescence artefact?] | -8 | 0 | 5 | -0.37 | -2 | 1 | -2 | 0
54 | CN(C)CC(C)(C)CNC(=O)c1cc(=O)c2ccccc2o1 | x | -18 | 14 | -1 | -0.01 | 2 | 1 | -5 | -20
55 | CCCCn1c(C(C)NC(=O)CC)nc2ccccc21 (configuration not stated) | -5 | 49 | -11 | -3 | x | 4 | 4 | -5 | 9
56 | Cc1nc2cc(C(=O)OCC(=O)N(CC(C)C)C3CCS(=O)(=O)C3)ccc2n1-c1ccccc1 (configuration not stated) | 2 | -24 | -7 | 13 | -0.04 | 4 | -2 | -7 | -3
57 | CCn1c(C(O)c2ccccc2)nc2ccccc21 (configuration not stated) | -6 | -21 | -6 | -7 | 0.22 | -3 | 1 | 4 | -14
58 | COc1ccc(C(=O)O)cc1F | x | -31 | -34 | 7 | 0 | -12 | -9 | 12 | -29
59 | C=CCn1c(=O)c2c(C)c(C)sc2n2c(Nc3ccccc3)nnc12 | 3 | -6 | 0 | 2 | -3* | 2 | 1 | -3 | -28
60 | Cc1c(NC(=S)NC(=O)C(c2ccccc2)c2ccccc2)cccc1C(=O)O | x | -4 | -24 | 1 | -0.58 | -2 | -13 | 7 | -14
61 | CC(=O)C1=C(O)C(=O)N(CCCCCC(=O)O)C1c1ccc(N(C)C)cc1 (configuration not stated) | -35 | -17 | 9 | -22 | -0.67 | 3 | -1 | -4 | -22
62 | O=[N+]([O-])c1ccc(N2CCN(Cc3ccccc3)CC2)c(S(=O)(=O)N2CCOCC2)c1 | x | -22 | -2 | -14 | -0.12 | 2 | 0 | 3 | -4
63 | O=C(COc1ccccc1)Nc1ccc(CSc2ccccc2)cc1 | x | -12 | -10 | 18 | 0.58 | 1 | -1 | 3 | -33

3 entries from above, in transposed form:
(42) CCCCOc1ccccc1NC(=O)CC1SC(=NCC)N(CC)C1=O (configuration not stated)
(43) Cn1c(=O)c2ncn(CC(=O)NCCOc3ccccc3)c2n(C)c1=O
(44) O=C(CC1C(=O)N(c2ccc(Cl)cc2)C(=S)N1CCc1ccncc1)Nc1ccc(F)cc1 (configuration not stated)

Compound	42	43	44
ERa coact inh	4	3	x
TNFa cytotox	-19	-22	-23
VCAM1 TNFa inh	-8	5	8
cytoskel mod	4	-10	-14
Pyk2 oligo antag	-0.68	0.71	1
PTPN22 inh 2	2	2	-8
FAK blocker	0	0	-7
PTPN22 act	-4	-1	12
IL1B cytotox	-3	6	-14

Screening results (PubChem)
